# APJ agonist = agonists of human apelin receptor APJ, primary screen, CHO-K1 cells, PathHunter beta-arrestin, luminescence. 0% DMSO wells, 100% apelin. activation, % at 20 µM. actives 0.11% (n = 330,000). AID 2520, 2010;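 active means activation more than six SD over the plate average, tested at 20 µM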;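 further: 0% = DMSO alone and 100% = apelin-13 at 10 nM; some results filed as inactive read as strong as hits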
# Target sequence (P35414 whole entry, looked up): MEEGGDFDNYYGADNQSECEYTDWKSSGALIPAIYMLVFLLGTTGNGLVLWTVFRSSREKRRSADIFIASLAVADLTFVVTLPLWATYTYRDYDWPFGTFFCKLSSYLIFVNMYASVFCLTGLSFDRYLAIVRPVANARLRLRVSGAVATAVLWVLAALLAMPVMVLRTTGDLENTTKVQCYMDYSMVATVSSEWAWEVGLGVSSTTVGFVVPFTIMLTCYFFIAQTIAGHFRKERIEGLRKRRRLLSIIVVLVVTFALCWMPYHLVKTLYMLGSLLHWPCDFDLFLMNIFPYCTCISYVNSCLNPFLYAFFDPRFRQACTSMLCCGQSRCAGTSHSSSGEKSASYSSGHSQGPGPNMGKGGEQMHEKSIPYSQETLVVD
#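 Test system – PathHunter CHO-K1 APJ (AGTRL-1) beta-arrestin reporter cells · Input – 1000 cells/well · Compound – single test compound dose, 20 µM final, 1% DMSO · Times – compound stimulation 90 min at 25 °C, detection 60 min · Technique – beta-gal luminescence · Read-out basis – APJ–arrestin association signal · Control set – negative DMSO alone, positive Apelin-13 at 10 nM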
# NALP3 yeast inh = NALP3 inflammasome inhibitors in reconstituted yeast, primary screen, luminescence, uHTS; Yeast reconstituted NLRP3/ASC/caspase-1, beta-gal luminescence, 24 h; actives 0.39% (n = 330,000); inhibition, % at 10 µM;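 active means inhibition of 50% or more; inactive means inhibition below 50%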;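 further: plate controls were induced DMSO wells for no effect and uninduced yeast grown without galactose for full effect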
# tim23-1 inh = growth inhibitors of tim23-1 mutant yeast, primary screen, luminescence, uHTS; S. cerevisiae tim23-1 growth, BacTiter-Glo luminescence, 24 h; inhibition, % at 20 µM; actives 1.3% (n = 330,000); AID 463212, 2010;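 active means growth inhibition of the mutant yeast at or above 50%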;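 further: temperature-sensitive mutant grown at 25 °C; plate controls were DMSO-treated mutant yeast for no effect and medium wells lacking yeast for full effect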
# tim10-1 inh = growth inhibitors of tim10-1 mutant yeast, primary screen, luminescence, uHTS; S. cerevisiae tim10-1 ts strain growth, BacTiter-Glo, 24 h; inhibition, % at 20 µM; actives 2.2% (n = 330,000); AID 463190, 2010;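 active means inhibition of at least 40%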;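 further: mutant grown at 25 °C; 0% = DMSO wells with yeast and 100% = wells holding no yeast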
# TIM10 inh = growth inhibitors of isogenic TIM10 control yeast, primary screen, counter-screen for tim10-1 yeast inhibitor project, luminescence, uHTS. S. cerevisiae TIM10 strain growth, BacTiter-Glo luminescence, 24 h. inhibition, % at 10 µM. actives 1.4% (n = 330,000);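 active means inhibition of 40% or more at the single tested concentration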;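 further: wild-type TIM10 isogenic control strain grown at permissive 25 °C; 0% = DMSO yeast wells and 100% = minimal medium wells without yeast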
# MIN6 prolif = inducers of MIN6 beta-cell proliferation, primary screen, ATP luminescence, uHTS | MIN6 cells proliferation, ATPlite luminescence, 48 h; cells starved in 0.2% serum; 100% = growth in 10% serum | proliferation, % at 10 µM | actives 0.29% (n = 330,000);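 active means compounds whose signal lies at least 3.5 SD above the mean of all wells on their plate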;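 further: 0% = DMSO-treated cells in low-serum medium and 100% = 10% serum control; some compounds called inactive have numbers as strong as hits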
# NR3A LBD binder = binders of NR3A ligand-binding domain, primary screen, biophysical, differential scanning fluorimetry, uHTS. Glutamate receptor ionotropic, NMDA 3A (GRIN3A) ligand-binding domain. NR3A LBD differential scanning fluorimetry, Tm shift; 0% = protein alone, 100% = glycine-bound protein. Tm shift relative to glycine control, % at 25 µM. actives 2.5% (n = 340,000). AID 1259313, 2017;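 active means melting temperature shift of at least 10% of the positive control shift, at one fixed dose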
# MPTP block = mitochondrial permeability transition pore inhibitors, primary screen, biochemical, isolated mouse mitochondria, absorbance | Ca2+ swelling absorbance, 30 min | inhibition, % at 10 µM | actives 1.4% (n = 360,000);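 active means inhibition of 50% or more, scaled per plate between neutral and stimulator controls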;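 further: 0% = DMSO wells given calcium and 100% = 1 mM EGTA wells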
# APJ antag = antagonists of human apelin receptor APJ, primary screen, CHO-K1 cells, beta-arrestin complementation, luminescence | P35414 | inhibition, % at 20 µM | actives 0.32% (n = 330,000) | AID 2521, 2010;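 active means inhibition above about 40% at 20 µM, limit read from the data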;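 further: cells challenged with 10 nM apelin-13 agonist together with compound; plate controls were apelin-13 plus DMSO wells for no effect and DMSO wells lacking apelin-13 for full effect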
# * marks the source's active call; other numbers are inactive results; x = not tested or not shown.
# Sample of the layout, 3 compounds:
[1] CCCN(CC(=O)Nc1ccccc1C)C(=O)C1CC(=O)N(c2cccc(C)c2C)C1 (stereo not drawn)
[2] O=C(NC(=S)NC1CCSC1=O)c1cccc([N+](=O)[O-])c1 (stereo not drawn)
[3] OCCNc1ncnc2c1sc1nc(N3CCOCC3)c3c(c12)CCC3

entry no.,1,2,3
APJ agonist,-5,4,-7
NALP3 yeast inh,3,14,6
tim23-1 inh,-10,-5,35
tim10-1 inh,-5,-9,49*
TIM10 inh,-7,-5,18
MIN6 prolif,-3,-2,1
NR3A LBD binder,0,-2,-2
MPTP block,-0.9,-1.6,-0.3
APJ antag,-45,-55,-21

# The list itself, from the first entry:
[1] CCCN(CC(=O)Nc1ccccc1C)C(=O)C1CC(=O)N(c2cccc(C)c2C)C1 (stereo not drawn)
[2] O=C(NC(=S)NC1CCSC1=O)c1cccc([N+](=O)[O-])c1 (stereo not drawn)
[3] OCCNc1ncnc2c1sc1nc(N3CCOCC3)c3c(c12)CCC3
[4] O=C(NC(=S)Nc1ccc(CN2CCOCC2)cc1)c1ccc([N+](=O)[O-])cc1
[5] O=C(O)CSc1cccnc1Sc1ccc(Cl)cc1
[6] FC(F)Sc1ccc(NC(=S)NC2CCC(NC(=S)Nc3ccc(SC(F)F)cc3)CC2)cc1 (stereo not drawn)
[7] O=C(NCCc1ccccc1)c1ccc(CS(=O)Cc2ccc(Cl)cc2)o1 (stereo not drawn)
[8] CC(=O)c1ccc(S(=O)(=O)N(C)CCCC(=O)N(C)Cc2ccccc2F)cc1

entry no.,1,2,3,4,5,6,7,8
APJ agonist,-5,4,-7,-4,2,-1,-2,0
NALP3 yeast inh,3,14,6,11,14,-10,13,14
tim23-1 inh,-10,-5,35,20,8,7,6,19
tim10-1 inh,-5,-9,49*,-2,-4,11,12,-5
TIM10 inh,-7,-5,18,18,11,5,11,16
MIN6 prolif,-3,-2,1,-4,-1,-2,-2,2
NR3A LBD binder,0,-2,-2,0,1,17*,-3,-1
MPTP block,-0.9,-1.6,-0.3,6.5,1.2,3.6,-1.0,1.2
APJ antag,-45,-55,-21,-12,5,-11,2,-6

[9] COC(=O)/C(C#N)=C1/C=Cc2ccccc2N1C
[10] COc1ccccc1CNC(=O)c1csc2c1CCCC2
[11] C=CC(=O)Nc1ccc(Nc2nc(NC3CCC(N(C)C)CC3)nc3c2ncn3C(C)C)cc1 (stereo not drawn)
[12] COc1ccc(OCC(=O)N2N=C(C)CC2(O)C(F)(F)F)cc1 (stereo not drawn)
[13] COC(=O)c1sccc1NC(=S)N1CCN(c2ccccc2)CC1
[14] O=C(CSc1ccc(-c2ccco2)nn1)Nc1ccccc1F
[15] CCCCn1c(=NC(=O)c2ccco2)c(C(=O)OCC)cc2c(=O)n3ccccc3nc21
[16] S=C(Nc1ccccc1Cl)N(Cc1ccccc1)Cc1cccnc1

entry no.,9,10,11,12,13,14,15,16
APJ agonist,3,-1,-1,-1,1,-2,-6,0
NALP3 yeast inh,25,11,10,2,13,-2,7,1
tim23-1 inh,7,14,-3,-2,23,32,16,28
tim10-1 inh,14,16,-10,37,23,24,-4,36
TIM10 inh,10,24,5,34,20,24,9,19
MIN6 prolif,0,-3,-6,-3,0,0,4,-1
NR3A LBD binder,-1,0,0,0,0,-3,-1,0
MPTP block,-0.4,2.9,-1.1,1.6,-1.0,-1.9,1.7,-1.1
APJ antag,-11,0,0,8,-7,-4,4,7

# Full records, quoted from the list. Order of values: APJ agonist, NALP3 yeast inh, tim23-1 inh, tim10-1 inh, TIM10 inh, MIN6 prolif, NR3A LBD binder, MPTP block, APJ antag
# Listed for `COc1ccc(OCC(=O)N2N=C(C)CC2(O)C(F)(F)F)cc1` (stereo not drawn) → -1, 2, -2, 37, 34, -3, 0, 1.6, 8
# Listed for `COC(=O)/C(C#N)=C1/C=Cc2ccccc2N1C` → 3, 25, 7, 14, 10, 0, -1, -0.4, -11

# Quoted from the listing:
# compound 15 | tim23-1 inh = 16
# compound 9 | MIN6 prolif = 0

# Later entries.
[17] O=C(CSc1nnc(NC(=O)c2c(F)cccc2F)s1)NC1CCCC1
[18] O=C(CSc1cc([N+](=O)[O-])cc(S(=O)(=O)Cc2ccccc2)c1)NC1CC1
[19] C/C(=N/NS(=O)(=O)c1ccc(Br)cc1)c1ccc(C)o1
[20] Cc1cccc(-n2c(SCC(=O)N3CCCC3)nc3n[nH]c(C)c3c2=N)c1
[21] Cc1noc2ncnc(Oc3ccccc3Cl)c12
[22] Cc1cccc(-n2ncc3c(NCCN4CCOCC4)ncnc32)c1
[23] COc1cc(/C=N/NC(=O)Cc2nnc(NC(=O)c3ccccc3)s2)ccc1O
[24] CN(O)/C=c1/ccc2c(n1)C(=O)C=CC=2

entry no.,17,18,19,20,21,22,23,24
APJ agonist,-3,1,2,1,0,-1,0,2
NALP3 yeast inh,12,31,16,5,-3,24,1,21
tim23-1 inh,11,8,26,4,7,-7,0,16
tim10-1 inh,14,9,31,6,-24,-4,3,-6
TIM10 inh,17,-5,-13,9,-8,-8,14,-9
MIN6 prolif,3,-4,0,-5,0,0,-3,-3
NR3A LBD binder,-4,3,1,-1,0,-3,-7,-1
MPTP block,-0.9,-0.4,0.7,-1.4,0.5,-0.5,0.8,-2.8
APJ antag,21,-10,-21,2,-5,9,8,-24

[25] O=C(CSc1nc2ccccc2o1)N1CCN(c2ccc(Cl)cc2)CC1
[26] CC(C)(C)C(=O)Nc1ccccc1C(=O)NCc1cccnc1
[27] Cc1ccc(OCC(=O)O/N=C(\N)c2cccnc2)cc1
[28] CCc1noc(C)c1C(=O)N1CCCSC1=Nc1ccccc1Cl
[29] O=C(NCCNS(=O)(=O)c1ccccc1)N1CCOCC1
[30] CCCN1C=CC(=C2C(=O)c3ccccc3C2=O)C=C1
[31] COC(=O)c1ccc(CN(c2ccc(C)cc2)S(=O)(=O)c2ccc3c(c2)OCCO3)o1
[32] COc1ccc(NC(=O)CSc2nnc(CNC(=O)COc3ccc(Cl)cc3)o2)cc1

entry no.,25,26,27,28,29,30,31,32
APJ agonist,-2,-4,-1,-7,-2,-2,0,-2
NALP3 yeast inh,-1,13,43,14,0,12,3,-7
tim23-1 inh,-5,14,9,13,-9,26,23,-6
tim10-1 inh,1,-21,18,14,-7,31,17,7
TIM10 inh,-4,-2,20,3,-3,3,8,11
MIN6 prolif,0,1,-3,0,1,-6,-1,-3
NR3A LBD binder,-1,0,1,x,0,1,-1,5
MPTP block,2.2,0.8,-0.3,0.8,0.8,-1.5,1.0,3.7
APJ antag,11,1,-18,-5,13,2,11,-10

[33] CCC(C(=O)Nc1nnc(-c2ccco2)s1)c1ccccc1 (stereo not drawn)
[34] COc1ccc(S(=O)(=O)N2CCC(C(=O)O)(c3ccccc3)CC2)cc1
[35] C#CCOc1ccc(/C=C2/C(=O)NN(c3ccc(F)cc3)C2=O)cc1OC
[36] CC1(OC(=O)C2CCCC2)C(=O)C=C2C=C(c3ccsc3)N(C3CCCC3)C=C2C1=O (stereo not drawn)
[37] COCCCNC(=O)c1ccc(CS(=O)(=O)c2ccccc2OC)o1
[38] C#CCOCCOCCOCCNc1nc(N2CCN(C(=O)C([C@@H](C)O)n3cc([C@@H](N)CCCCN)nn3)CC2)nc(N2CCN(C(=O)[C@H](CCCCN)n3cc(CN)nn3)CC2)n1 (stereo partly drawn)
[39] Cc1cccc(-c2noc(CN(C(=O)C34CC5CC(CC(C5)C3)C4)C(C)C)n2)c1
[40] CC(=O)c1cn(Cc2ccccc2)c(=O)[nH]c1=O

entry no.,33,34,35,36,37,38,39,40
APJ agonist,-1,-1,-2,104*,0,-4,-8,-1
NALP3 yeast inh,27,21,16,4,8,14,1,-2
tim23-1 inh,14,-4,-4,9,3,10,18,1
tim10-1 inh,-3,-8,-49,2,-6,-5,11,-4
TIM10 inh,-3,-1,-51,7,-2,3,6,12
MIN6 prolif,-2,-1,-1,-5,-2,-2,-4,1
NR3A LBD binder,0,-1,-1,0,-1,-1,2,-3
MPTP block,-2.3,0.5,-0.1,0.9,3.5,-0.3,-0.9,-1.3
APJ antag,-14,12,24,-77,-7,-6,-10,12

[41] COc1ccc2c(c1)CC/C2=N\OC(=O)c1ccccc1OC
[42] Cc1ccc(SCCC(=O)NCCSCc2ccco2)cc1
[43] COc1ccc(NS(=O)(=O)c2cc(NC(=O)CCNC(C)=O)ccc2N2CCCCC2)cc1
[44] COc1ccc(S(=O)(=O)N2CCCC(C(=O)NCCN3CCOCC3)C2)cc1C (stereo not drawn)
[45] CCSc1nnc(NC(=O)[C@@H](NC(=O)c2cc(OC)cc(OC)c2)C(C)C)s1
[46] COc1ccc(NC(=O)C2CCCN(S(=O)(=O)c3ccc(-n4cnnn4)cc3)C2)cc1 (stereo not drawn)
[47] Cc1cc(C)nc(SCc2n[nH]c(=S)n2C)n1
[48] Cc1nnsc1S(=O)c1ccc(Br)cc1 (stereo not drawn)

entry no.,41,42,43,44,45,46,47,48
APJ agonist,-3,-3,-4,-2,-3,-1,2,-1
NALP3 yeast inh,7,25,8,-13,15,10,13,-31
tim23-1 inh,81*,37,-3,7,4,-16,13,2
tim10-1 inh,53*,-4,-11,6,16,-14,7,5
TIM10 inh,71*,11,12,-9,3,-8,-5,-11
MIN6 prolif,-1,-2,-4,0,0,2,1,-5
NR3A LBD binder,-3,-4,1,-2,0,2,0,-1
MPTP block,-0.4,-1.4,-1.2,-0.6,-2.7,-1.8,-3.0,-0.4
APJ antag,4,9,-14,8,-5,-5,18,-2

[49] CC(=O)Oc1ccc(/C(C)=N/N2CCN(Cc3ccc(C)cc3)CC2)cc1
[50] Cc1sc2ncn(CC(=O)NCCc3ccccc3)c(=O)c2c1C
[51] COC(=O)c1sc(S(=O)(=O)NCc2cccs2)c(C(=O)OC)c1C
[52] CCc1nnc(NC(=O)CSc2nccn2-c2ccccc2)s1
[53] O=C(NCCCO)C(=O)NCc1ccncc1
[54] CCCSc1nc2c(c(=O)[nH]c(=O)n2C)n1Cc1ccccc1
[55] CN1C(=O)/C(=C2/C=CC=CN2C)OC1=S
[56] COc1ccc(CNC(=O)CN(C)CC(=O)Nc2ccccc2Br)cc1
[57] CCOC(=O)c1[nH]c(=O)[nH]c1CSCCO
[58] Cn1c(SCc2ccc([N+](=O)[O-])cc2)nc2c(c1=O)SCC2
[59] COC(=O)c1ccc(NC(=O)c2cccc(NC(=O)c3ccccc3)c2)cc1

entry no.,49,50,51,52,53,54,55,56,57,58,59
APJ agonist,1,-6,-5,-1,-2,0,-3,-2,-1,3,-2
NALP3 yeast inh,11,-3,12,4,21,24,22,0,-2,9,15
tim23-1 inh,1,5,8,7,14,24,3,8,-5,4,2
tim10-1 inh,0,-3,6,21,-3,-4,-3,-10,0,14,-14
TIM10 inh,-5,12,3,12,7,13,-2,-3,-15,-5,5
MIN6 prolif,-1,-2,-3,-2,2,-3,0,-4,-1,-1,-3
NR3A LBD binder,1,0,2,-1,-16,-1,2,0,-1,0,-4
MPTP block,0.7,0.8,-0.1,-0.9,-1.4,-0.2,0.1,-0.1,-1.0,14,1.2
APJ antag,9,2,1,2,-17,11,-8,-4,4,-21,7
